KinaseGlo FLuc = Counterscreen for Luciferase (Kinase-Glo TM) Inhibition; Potency, µM (top dose mostly 38.3 µM), for the others: at the top dose activity change, negative = inhibition, usual class: inhibitors; Kinase-Glo luciferase, ATP luminescence, 8 min; hit rate 0.28% among 200,000; also: % is scaled to controls: 0 for no effect and ±100 for the full control effect; nearly all actives have a fitted effect of over 60% in size
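Inhibition of Kinase-Glo luciferase light generation was assessed at 10 uM ATP in pH 7.2 imidazole buffer, with luminescence measured after eight minutes at ambient temperature.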
RECQ1 inh = qHTS Assay for Inhibitors of RecQ-Like Dna Helicase 1 (RECQ1); hit rate 0.54% among 240,000; AID 2549, 2010; ATP-dependent DNA helicase Q1 (Homo sapiens), P46063; Potency, µM (highest dose often 57.3 µM), without a hit: top-dose activity, negative = inhibition, usual class: inhibitors; RECQ1 DNA unwinding, red fluorescence kinetic read;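 also: plate controls were vehicle for no effect and no enzyme for full effect; nearly all actives have a fitted effect of over 30% in size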
Target sequence (P46063 whole entry, looked up): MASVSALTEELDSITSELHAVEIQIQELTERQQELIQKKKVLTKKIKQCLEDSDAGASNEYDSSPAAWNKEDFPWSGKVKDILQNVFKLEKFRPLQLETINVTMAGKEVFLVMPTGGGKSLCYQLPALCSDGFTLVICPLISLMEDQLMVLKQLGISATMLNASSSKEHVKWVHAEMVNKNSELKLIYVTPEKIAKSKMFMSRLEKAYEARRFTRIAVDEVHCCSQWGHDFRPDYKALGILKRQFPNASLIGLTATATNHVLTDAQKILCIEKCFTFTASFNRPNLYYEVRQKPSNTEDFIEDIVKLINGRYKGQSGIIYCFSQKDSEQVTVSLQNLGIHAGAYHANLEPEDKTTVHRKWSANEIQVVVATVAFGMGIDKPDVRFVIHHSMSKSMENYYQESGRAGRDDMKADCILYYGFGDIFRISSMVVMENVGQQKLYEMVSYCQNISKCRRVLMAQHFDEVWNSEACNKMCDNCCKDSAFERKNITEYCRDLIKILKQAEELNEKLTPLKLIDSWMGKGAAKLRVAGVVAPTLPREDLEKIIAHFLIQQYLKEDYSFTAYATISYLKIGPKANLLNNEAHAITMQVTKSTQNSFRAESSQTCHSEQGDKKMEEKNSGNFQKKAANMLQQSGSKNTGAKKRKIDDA
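50 nM RECQ1T1 preincubated 15 min with compound in Tris pH 8.0 buffer with MgCl2, DTT, Tween-20 and 2.5 ug/ml poly(dI-dC); started with 200 nM TAMRA/BHQ-2 forked duplex and 2 mM ATP. Unwinding read as fluorescence (525/598 nm), two reads 2 h apart.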
Tau fibril ThT = qHTS for Inhibitors of Tau Fibril Formation, Thioflavin T Binding; recombinant tau K18 P301L (four-repeat tau fragment), heparin-induced fibrillization, ThT fluorescence; Potency, µM (top dose mostly 57.4 µM), for the others: at the top dose activity, negative = inhibition, usual class: inhibitors; hit rate 2.1% among 270,000; AID 1460, 2008; also: % is scaled to controls: 0 for no effect and ±100 for the full control effect; nearly all actives have a fitted effect of over 55% in size
Target sequence (P10636 561-689 P618L limits assumed): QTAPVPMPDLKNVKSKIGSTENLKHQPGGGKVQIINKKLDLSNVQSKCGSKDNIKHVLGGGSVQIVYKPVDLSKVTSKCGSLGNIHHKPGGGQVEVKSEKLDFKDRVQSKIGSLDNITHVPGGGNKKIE
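Tau K18 P301L fragment (15 uM unlabeled plus 0.24 uM Alexa 594-labeled) in 100 mM sodium acetate pH 7 with compound, fibrillization induced by 20 uM heparin for 6 hr at 37 C. Thioflavin T (30 uM) added, fluorescence read after 1 hr (ex 450, em 510 nm).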
ALDH1A1 inh = qHTS Assay for Inhibitors of Aldehyde Dehydrogenase 1 (ALDH1A1); hit rate 7.3% among 220,000; Aldehyde dehydrogenase 1A1 (Homo sapiens), P00352; AID 1030, 2008; Purified ALDH1A1, NADH fluorescence, propionaldehyde substrate; Potency, µM (series often up to 75.3 µM), for inactives: at the highest dose activity, negative = inhibition, actives largely listed as inhibitors; active = well fitted inhibition curve with a large enough effect, not every such curve was filed as active; inconclusive = small, poorly fitted or top-dose-only effect, or another doubt; inactive = no such curve, though single readings can be large or run the other way;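 also: plate controls were no enzyme wells and a reference inhibitor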
SMN2 splice enh = qHTS Assay for Enhancers of SMN2 Splice Variant Expression; Potency, µM (titrated, usually from 46.1 µM), inactives show at the top dose activity change, positive = activation, actives largely listed as activators; hit rate 2.8% among 210,000; HEK293 SMN2-luciferase splicing reporter, luminescence, 30-36 h; also: % of control where 0% means no effect; nearly all actives have a fitted effect of over 55% in size
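qHTS luciferase splicing reporter: luminescence rises when SMN2 exon 7 is included in transfected HEK293 cells. Compound exposure lasted 30-36 h at 37C, with 4.5 mM final sodium butyrate as control, followed by a ONE-Glo read.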
KDM4E inh = qHTS Assay for Inhibitors of Human Jumonji Domain Containing 2E (JMJD2E). Lysine-specific demethylase 4E (Homo sapiens), B2RXH2. JMJD2E catalytic domain, FDH-coupled NADH fluorescence (FDH is formaldehyde dehydrogenase). Potency, µM (titrated, usually from 57.1 µM), inactives show top-dose activity change, negative = inhibition, most hits filed as inhibitors. hit rate 1.6% among 230,000; active = well fitted inhibition curve with a large enough effect, not every such curve was filed as active; inconclusive = small, poorly fitted or top-dose-only effect, or another doubt; inactive = no such curve, though single readings can be large or run the other way;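 also: 0% = wells with enzyme and -100% = buffer wells without enzyme; nearly all actives have a fitted effect of over 50% in size; many of its hits are not listed in these tables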
L3MBTL1 block = qHTS Assay for the Inhibitors of L3MBTL1 | Lethal(3)malignant brain tumor-like protein 1 (Homo sapiens), Q9Y468 | AlphaScreen L3MBTL1–H3K9me1 peptide binding | Potency, µM (series often up to 57.1 µM), for the others: at the top dose activity, negative = inhibition, most hits filed as inhibitors | hit rate 0.66% among 230,000 | AID 485360, 2010; also: % is scaled to controls: 0 for no effect and ±100 for the full control effect; nearly all actives have a fitted effect of over 60% in size
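AlphaScreen assay: L3MBTL1 (50 nM final) was preincubated 30 min at room temperature with biotinylated H3(1-15)K9me1 peptide (75 nM final), then 30 min with library compounds; streptavidin donor and nickel chelate acceptor beads (10 ug/mL final) added, 30 min dark.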
LMNA splice mod = qHTS Assay for Modulators of Lamin A Splicing; HeLa LMNA splicing GFP/RFP minigene ratio, 48 h; AID 1487, 2009; Potency, µM (top dose mostly 46.1 µM), for inactives: at the highest dose ratio change, negative = inhibition, actives largely listed as inhibitors; hit rate 0.01% among 200,000; active = well fitted inhibition curve with a large enough effect in the signal ratio, with a control signal flat, not every such curve was filed as active; inconclusive = small, poorly fitted or top-dose-only effect, or effect the other way, or a change in a side signal; the % refers to the signal ratio; also: % is scaled to controls: 0 for no effect and ±100 for the full control effect
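S3 HeLa stable clones carrying a lamin A-EGFP splicing minigene plus DsRed2 were seeded at 600 cells/well in Opti-MEM with 2% FBS, pin-dosed and incubated 48 h at 37°C. Acumen cytometry (488 nm) gave the GFP/RFP total-intensity ratio.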
The depositor's hits bear a star; i = inactive; ? = inconclusive; nt = no result given; & = joins results of further samples; [ ] = dose if it differs, or a comment. Unless noted, calls follow the shape of the dose curve; as a rule, active = well fitted curve in the direction sought with a large enough effect; inconclusive = small, poorly fitted or top-dose-only effect, or another doubt; inactive = no such curve, though single readings can be large; an effect the other way counts as inactive or inconclusive. Potency is read from the fitted curve at half-maximal effect. Not all compounds are listed; rates above refer to the full screens.

| Molecule | KinaseGlo FLuc | RECQ1 inh | Tau fibril ThT | ALDH1A1 inh | SMN2 splice enh | KDM4E inh | L3MBTL1 block | LMNA splice mod |
| --- | --- | --- | --- | --- | --- | --- | --- | --- |
| ClCCN1C2=NCCCN2c2ccccc21 | -3.7% | i | 6.2% | 6.7% | 2.7% | -1.7% | 42.0%[activator] | nt |
| FC(F)(F)c1ccccc1NC(=S)NN=C1CCCCCC1 | 1.8% | i | ? | 28.2µM* | -14.6% | ? | -8.9% | -6.4%[46 µM] |
| Oc1sc(C=Nc2ccccc2)c2ccccc12 | -13.5% | 5.6% | ? | 22.4µM* | 8.91µM* | -22.6% | 29.1% | 6.4% |
| O=CN1CCN(C(=O)COc2ccc(Cl)cc2Br)CC1 | 1.0% | -5.7% | -6.8% | -1.4% | -7.1% | 0.9% | 2.2% | ? |
| COCC(=O)N1CCC[C@@]2(CCN(C(c3ccccc3)c3ccccc3)C2)C1 | -2.3% | i | nt | 4.6% | -0.2% | nt | nt | nt |
| CN(C)C(CNc1ncnc2sccc12)c1ccccc1 (stereo not given) | -0.5% | -16.3% | 3.7% | 2.1% | -1.8% | -8.1% | 14.4% | nt |
| COC(=O)Cc1cc(=O)[nH]c(/N=C(\N)Nc2ccccc2)n1 | -1.4% | -12.2% | -9.1% | 3.8% | -21.0% | 5.0% | nt | 6.6% |
| O=C(COC(=O)c1ccc2[nH]c3c(c2c1)CCCC3)Nc1ccc(Cl)cc1Cl | -0.8% | 5.5% | ? | ? | -3.7% | 1.5% | 0.2% | -12.0% |
| CCc1cccc(C)c1NC(=O)COC(=O)Cc1ccsc1 | -2.3% | -6.3% | 1.0% | -3.3% | -10.5% | -6.8% | 3.9% | ? |
| CN(Cc1cccs1)C(=O)Cn1cnc2ccccc2c1=O | 4.1% | 7.7% | 4.9% | ? | -6.0% | 8.4% | -14.0% | -15.7%[46 µM] |
| CCC(Sc1ccc2nnc(-c3cccnc3)n2n1)C(=O)O (stereo not given) | -1.8% | -2.0% | -3.3% | -2.1% | -3.2% | -15.6% | 5.1% | -4.6% |
| CCCCC(=O)Nc1cccc(-c2nnc(-c3ccccc3)o2)c1 | 2.9% | -14.7% | -7.7% | -8.5% | ? | -22.4% | 7.7% | -15.3% |
| CCN1CCc2nc(NC(=O)c3ccc(S(=O)(=O)N(C)C)cc3)sc2C1 | 0.9% | 1.3% | ? | ? | 11.3% | ? | 30.4%[activator] | nt |
| CC(C)CCNC(=O)COc1ccc2c3c(c(=O)oc2c1)CCC3 | -0.5% | -8.3% | -2.4% | ? | -18.4% | ? | 26.3% | -5.0% |
| CCc1ccc(OCC(=O)NC(=S)Nc2ccc(S(=O)(=O)NC3CCCCC3)cc2)cc1 | -3.2% | i | -1.7% | ? | -7.1% | -0.9% | nt | 9.5% |
| CC(=O)Nc1ccc(Br)c2ccccc12 | 0.0% | -1.4% | 0.3% | 2.2% | 9.0% | -4.2% | 3.1%[11.4 µM] | ? |
| Cc1cc2ncn(/N=C/c3ccc4c(c3)OCO4)c2cc1C | -0.7% | -12.2% | ? | i | -12.2% | ? | -11.9% | nt |
| CN(C)/C=C(/C(=O)c1ccc(Cl)cc1)n1cncn1 | -0.9% | i | 9.6% | -0.7% | -10.7% | -3.1% | 14.3% | 16.0%[46 µM] |
| CC(=O)Oc1ccc(-c2cccc(C(=O)O)c2)cc1 | -3.2% | -7.3% | -5.1% | 2.4% | -6.8% | 2.9% | nt | ? |
| C[N+]1(C2CCC3CCCC2C3O)CCCC1 (stereo not given) | -1.1% | -10.1% | -1.2% | 3.4% | -6.4% | -0.6% | -5.5% | 3.0% |
| O=C(CSc1nnc(-c2ccncc2)n1C1CCCCC1)Nc1cccc(O)c1 | -3.4% | -1.9% | -2.3% | 11.9% | 6.9% | 9.8% | 1.7% | 3.0% |
| COc1ccc(/C=C2/S/C(=N/N=C3\CC4CCC3(C)C4(C)C)NC2=O)cc1 (stereo not given) | -2.2% | -12.3% | -10.3% | 6.5% | -7.2% | 258.8%[activator] | 1.3% | 14.8% |
| O=C(c1cc(S(=O)(=O)N2CCOCC2)ccc1F)N1CCCc2ccccc21 | -0.5% | -5.4% | -4.4% | 17.3% | -39.6%[inhibitor] | 0.9% | 2.8% | -12.2% |
| COc1cc2c(Nc3ccc(NC(=O)c4ccccc4)cc3)ncnc2cc1OCCCN1CCOCC1 | -0.5%[39.9 µM] | -3.5% | -1.6% | ? | nt | nt | nt | nt |
| CCOC(=O)C1CCCN(C(=S)Nc2ccc(C)cc2C)C1 (stereo not given) | -3.1% | -6.9% | -4.9% | 5.9% | 14.2% | 3.3% | nt | -2.8% |
| Nc1cc(N)nc(SCc2nnnn2-c2ccc(Cl)cc2)n1 | 1.6% | i | -5.7% | 2.3% | -8.1% | 4.7% | 1.1% | ? |
| O=C(CS(=O)(=O)c1ccccc1)Nc1ccc(N2CCOCC2)cc1 | -3.0% | i | -10.8% | 3.7% | -0.7% | -4.5% | 4.6% | nt |
| COC(=O)c1c(N2C(=O)CCC2=O)sc2c1CCCC2 | -2.5% | -5.3% | -6.8% | ? | -18.8% | -19.5% | nt | -17.7% |
| CCOC(=O)c1cnn(-c2ccccc2)c1NC(=O)c1cccs1 | -3.2% | -2.9% | 8.1% | ? | 5.4% | 3.7% | 8.2% | 8.2% |
| C[C@H](NC(=O)NCc1cccs1)C(=O)O | -0.5% | -2.0% | -6.0% | ? | 7.4% | -0.1% | 9.0% | -13.7% |
| CCCCNc1cc(C)nc(N2CCOCC2)n1 | -5.3% | -4.7% | -5.8% | ? | 2.9% | -9.0% | nt | 3.9% |
| O=C(NCc1ccc(S(=O)(=O)Nc2ccccc2Cl)s1)c1ccccc1 | nt | -0.9% | -14.5% | -10.7% | nt | -7.1% | -2.5% | nt |
| C=C[C@](C)(O)CCC1C(=C)CC(O)C2C(C)(C)CCCC12C (stereo not given in full) | -0.2% | -1.6% | -10.4% | -3.8% | -27.2% | -21.5% | nt | -14.7% |
| O=C(NC1CCN(Cc2ccccc2)CC1)c1c(F)cccc1F | -1.2% | -12.2% | -2.1% | 6.6% | 7.3% | 13.3% | ? | 1.6% |
| COC(=O)N1CCC2(CC1)CN(C(=O)Nc1cccc(C#N)c1)C2 | 2.0% | 1.7% | nt | -10.9% | -22.5% | nt | nt | nt |
| COc1ccc(N(C)S(=O)(=O)c2cccc(C(=O)NCc3ccc4c(c3)OCO4)c2)cc1 | -0.9% | i | -3.1% | -7.9% | -14.4% | -5.4% | 2.2% | ? |
| COC(=O)C1=C(C)N(Cc2ccco2)C(=O)N[C@H]1c1cccc(C(F)(F)F)c1 | -3.3%&-1.6% | -11.7% | -1.9%&-4.0% | -5.1%&7.4% | -5.3%&-27.9% | 3.5%&-3.2% | -6.2% | 3.5% |
| O=C(CSc1nnc2c3ccccc3c3ccccc3c2n1)Nc1ccccc1F | -6.2% | -7.6% | ? | 8.91µM* | -10.3% | -0.3% | -8.1% | 4.8% |
| C/C(O)=C(\C#N)c1nc2ccccc2[nH]1 | 16.2% | -6.7% | -4.3% | 4.4% | -14.8% | -4.6% | nt | -1.6% |
| N#CCc1c(C#N)c(N)nc(N2CCN(S(=O)(=O)c3ccccc3)CC2)c1C#N | 0.3% | i | -4.9% | ? | -1.3% | ? | -3.9% | -18.0% |
| CCOC(=O)CNC(=O)c1sc2nc(C)cc(C)c2c1N | -6.7% | -1.6% | -3.3% | ? | 4.9% | ? | 1.2% | 8.7% |
| O=C(O)c1ccc(NC(CSCc2ccc(F)cc2)C(=O)O)c([N+](=O)[O-])c1 (stereo not given) | -1.5% | 6.8% | -20.7% | 22.4µM* | 2.1% | -7.2% | nt | 7.2% |
| C#CCOCCOCCOCCNc1nc(N2CCN(C(=O)[C@H]([C@@H](C)CC)n3cc(CCCN=C(N)N)nn3)CC2)nc(N2CCN(C(=O)[C@H](CCCCN)n3cc(CCC(=O)O)nn3)CC2)n1 | -2.9% | 22.9% | 0.0% | 20.7% | -15.4% | -6.8% | 4.4% | -3.5% |
| Fc1ccc(CNCc2ccc(Br)cc2)cc1 | -3.5% | -0.3% | -2.8% | 5.3% | -13.5% | 7.5% | 8.9% | -4.7% |
| CC/C(C)=N/NC(=S)NCc1ccco1 | -2.1% | i | -10.6% | -12.5% | 8.3% | 6.6% | -6.9% | 12.9% |
| Cc1nn(-c2ccccc2)nc1CNC(=O)C1CCC1 | nt | -9.9% | -4.7% | -13.7% | nt | ? | 1.8% | 14.0%[46 µM] |
| O=C(CSc1c2c(nc3ccccc13)CCC2)N1CCCC1 | 1.0% | -1.7% | ? | ? | -51.4%[inhibitor] | -1.0% | nt | nt |

Screening data: PubChem, National Center for Advancing Translational Sciences (NCATS)
